# NR2E3 ag-1 – NR2E3 (human) agonism. inhibition of corepressor binding, % at 4.78 µM. AID 2300. GST-NR2E3/biotin-RetCOR TR-FRET, 1536-well. 320,000 tested, 0.12% active. Q9Y5X4;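 active means percent inhibition above the cutoff of mean plus 3 SD of all tested compounds, set per screening campaign, cut at about 20% in these data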;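 further: 0% = DMSO wells and 100% = biotin wells as full block of FRET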
# Target sequence (Q9Y5X4 whole entry, looked up): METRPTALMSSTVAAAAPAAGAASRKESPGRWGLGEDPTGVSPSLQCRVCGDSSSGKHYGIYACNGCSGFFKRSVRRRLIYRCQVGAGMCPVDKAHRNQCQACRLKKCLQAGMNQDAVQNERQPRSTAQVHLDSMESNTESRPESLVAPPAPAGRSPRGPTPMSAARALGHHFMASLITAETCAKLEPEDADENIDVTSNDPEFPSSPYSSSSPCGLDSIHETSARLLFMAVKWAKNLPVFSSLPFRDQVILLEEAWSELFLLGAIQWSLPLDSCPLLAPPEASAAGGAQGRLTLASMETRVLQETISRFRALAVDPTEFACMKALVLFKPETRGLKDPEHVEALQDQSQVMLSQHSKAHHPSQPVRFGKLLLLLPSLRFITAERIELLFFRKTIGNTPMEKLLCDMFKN
#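 System: GST-NR2E3 and biotin-RetCOR proteins; probe or stimulus: 7 nM biotin-RetCOR; doses: compound at 4.8 µM, single dose; schedule: Compound–protein incubation for 5 h at 4 °C; detection: time-resolved FRET; read-out: percent inhibition; controls: biotin wells as high control, 0.6% DMSO wells as low control; format: 1536-well plates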
# CaV13 FRET inh – Primary screen for inhibitors of IQ motif and Ca2+-dependent inactivation inhibitor domain binding in CACNA1D, Förster resonance energy transfer in living cells, …. HEK cells, CFP/YFP FRET ICDI-IQ, plate reader, 10 min; percent FRET-ratio fall versus neutral wells. inhibition, % at 12.3 µM. 340,000 tested, 0.098% active. AID 743397;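 active means mean replicate inhibition of at least 30% and at least 1% of replicates passing that level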;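 further: 0% = median of the neutral control wells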
# Shn3 inh set2 – Schnurri-3 reporter inhibition in Clone20 osteoblasts; 360,000 tested, 0.52% active; AID 588674; inhibition, % at 12.5 µM; Clone20 osteoblast Shn3 3'UTR firefly luciferase, 24 h;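 active means mean inhibition of at least 75% with every replicate also reaching 75%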;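 further: 0% = median of neutral control wells and 100% = pilot-screen positive control compound; some compounds past the cut are filed as inactive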
# NR2E3 ag-2 – activates human NR2E3 receptor. AID 602229. CHO-S Gal4-NCOR/VP16-NR2E3 two-hybrid, luciferase. Q9Y5X4. inhibition of corepressor binding, % at 3.98 µM. 360,000 tested, 0.35% active;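 active means inhibition above the mean of all tested compounds plus 3 SD, cut at about 70% in these data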;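 further: 0% = DMSO with NR2E3 transfected cells and 100% = cells lacking NR2E3 construct; higher means lower luciferase signal from less NR2E3 corepressor binding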
# PDI inh – PDI (human) enzyme inhibition; PDI insulin aggregation turbidity, A650, 90 min; inhibition, % at 10 µM; 350,000 tested, 0.052% active; AID 588391;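 active means mean inhibition across replicates of 30% or more, whatever share of single replicates reach that level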;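 further: absorbance from insulin aggregation driven by PDI reduction with DTT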
# Target sequence (P07237 whole entry, looked up): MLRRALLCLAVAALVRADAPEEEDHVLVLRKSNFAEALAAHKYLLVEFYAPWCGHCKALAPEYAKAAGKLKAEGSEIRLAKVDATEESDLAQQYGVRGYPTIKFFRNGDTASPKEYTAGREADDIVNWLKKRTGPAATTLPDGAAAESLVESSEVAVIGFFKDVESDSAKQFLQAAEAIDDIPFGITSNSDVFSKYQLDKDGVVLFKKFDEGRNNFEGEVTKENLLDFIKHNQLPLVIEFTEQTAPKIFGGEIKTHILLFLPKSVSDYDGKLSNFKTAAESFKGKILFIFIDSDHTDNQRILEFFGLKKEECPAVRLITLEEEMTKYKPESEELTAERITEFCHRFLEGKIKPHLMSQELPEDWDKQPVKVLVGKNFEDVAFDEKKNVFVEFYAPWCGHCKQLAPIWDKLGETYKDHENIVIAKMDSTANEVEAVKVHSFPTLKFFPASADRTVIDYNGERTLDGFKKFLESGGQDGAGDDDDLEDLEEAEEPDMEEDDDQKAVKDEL
# hiPSC survival – enhancers of human iPSC single-cell survival; hiPSC single-cell survival, ATPlite luminescence; 100% = ROCK inhibitor wells, 0% = DMSO; survival enhancement, % at 20 µM; 360,000 tested, 0.044% active; in the data active means survival enhancement above about 18%;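 further: cells exposed to compounds for 16 hours before the ATP read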
# TRPM1 prom inh – inhibitors of MITF-driven TRPM1 promoter in melanoma cells; AID 488899; SK-MEL-5 TRPM1 promoter luciferase, 24 h; inhibition, % at 12.5 µM; 330,000 tested, 0.83% active;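 active means mean inhibition across replicates of 60% or more, whatever share of single replicates reaches that level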; further: values of inactives mirror those of a sister screen read the other way
# H9c2 protect – myocardial damage modulation in H9c2 cells; H9c2 cardiomyocytes, H2O2 injury protection, ATPLite, 2 h; protection from H2O2 cell death, % at 20 µM; 360,000 tested, 0.63% active; AID 588492;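 active means compounds giving at least 50% protection of heart cells from peroxide-induced death in the single-dose screen, raw or plate-pattern-corrected value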;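 further: 0% = DMSO wells with peroxide and 100% = DMSO wells without peroxide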
# HIF-2a block – inhibitors of HIF-2a; 786-0 RCC cells HIF-2a reporter, luciferase luminescence, overnight; inhibition, % at 18.8 µM; 360,000 tested, 0.72% active;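 active means inhibition of the luminescence signal of 40% or more relative to plate controls, in a single-dose primary screen at 18.75 µM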
# Peg3 promoter – reduces Peg3 promoter-driven luciferase expression in HeLa; HeLa PEG-Prom luciferase reporter, luminescence, overnight; inhibition, % at 20 µM; 360,000 tested, 1.7% active; AID 588405;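 active means inhibition of at least 50% at 20 µM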
# m5-HT2A agonist – activates the mouse 5-HT2A serotonin receptor | 360,000 tested, 0.66% active | P35363 | activation, % at 7.6 µM | CHO-K1 mHTR2A beta-arrestin complementation, luminescence; percent of 30 µM serotonin response;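 active means activation above a run cutoff, the mean activation of all tested compounds plus 3 SD, cut at about 14% in these data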;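 further: 0% = plate median of compound wells and 100% = 30 µM serotonin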
# * hit, by the source's call; nt = not tested or not shown.
SMILES,NR2E3 ag-1,CaV13 FRET inh,Shn3 inh set2,NR2E3 ag-2,PDI inh,hiPSC survival,TRPM1 prom inh,H9c2 protect,HIF-2a block,Peg3 promoter,m5-HT2A agonist
CC(=O)NC(CC(=O)N(C)Cc1c(F)cccc1Cl)c1ccccc1 (configuration not stated),1,-1,-3,-11,6,-0.6,2,-4,11,-4,-1
O=C(Nc1cccc(O)c1)c1ccc(NC(=O)c2cccs2)cc1,3,nt,-42,-44,2,0.2,-102,18,-209,-168,-5
O=C(Cn1c(=O)oc2ccccc21)NC(=O)NCc1ccco1,4,-5,3,-6,-2,-1.3,-11,-1,15,8,2
O=C(CSCc1ccc([N+](=O)[O-])cc1)NC1CC1,-2,nt,-6,-9,1,2.2,10,1,13,32,7
Nn1c(SCc2cccc(Br)c2)nnc1-c1cccnc1,0,-20,-26,7,-2,-0.5,5,1,-1,5,3
O=C1C=C(c2ccc(-c3ccccc3)cc2)C[C@@H](c2ccc(F)cc2)C1,2,-5,-1,-18,17,-1.9,-8,-12,0,-2,4
CC(C)(C)c1ccc(-n2ncc3c2CCCC3NC(=O)c2ccncc2)cc1 (configuration not stated),0,-5,73,-3,-1,0.4,31,-17,7,-3,-3
CCOC1=NN(c2ncc(C(F)(F)F)cc2Cl)C(=O)/C1=C/N(C)C,-2,6,-14,-10,-3,3.0,5,-3,21,-2,1
Cc1[nH]c2ccccc2c1/C=N\NC(=O)c1ccccc1Cl,nt,-5,-3,6,-2,-1.2,nt,-2,5,-9,-2
CCCNC(=O)c1cc(C2CCCCN2C(=O)c2ccc(C#N)cc2)on1 (configuration not stated),nt,-6,6,-12,5,3.4,nt,-1,18,20,6
CCOc1ccc(-c2nnc(N)s2)cc1,-1,nt,-34,-55,-3,-2.5,-52,-11,-193,-160,1
Nc1ccc(Cl)c(NC(=O)c2cccs2)c1,-1,nt,-13,-37,2,2.9,3,7,-58,-36,-3
Fc1ccccc1CSc1ncnc2sc3c(c12)CCCC3,1,-3,1,4,0,2.4,13,-5,6,12,1
COc1ccc(N2CC(NC(=O)N3CCN(c4ccccc4)CC3)CC2=O)cc1 (configuration not stated),6,-2,nt,-17,5,-0.5,4,1,14,9,3
Cc1cc(C)nc(SCC(=O)OCC(=O)Nc2nc3ccccc3s2)n1,-6,-8,-23,-21,-6,-1.4,8,-9,-35,-27,5
Cc1cc(O)ccc1N/C=C(\C#N)c1nc2ccccc2o1,-4,-3,-8,-30,3,0.1,7,-4,-71,-39,7
Cc1ccc(NC(=O)CCNS(=O)(=O)c2cccc3nonc23)cc1Cl,2,-5,3,14,2,0.1,-7,4,20,15,-7
Cc1cc2nnc(SC3CCCCN(C(=O)c4ccc(F)cc4)C3=O)n2c2ccccc12 (configuration not stated),2,-3,-21,-8,-4,-1.3,-5,10,11,-3,2
CS(=O)(=O)N(CC(=O)NCC1CCCO1)c1cc(Cl)c(Cl)cc1Cl (configuration not stated),-1,-6,2,-5,6,1.4,-9,-9,19,5,-3
Cc1cc(=O)n2[nH]c(-c3ccccc3Cl)cc2n1,2,-2,2,-22,1,1.2,2,0,-117,-65,-1
O=C(COC(=O)[C@@H]1CC(O)CN1S(=O)(=O)c1ccc2c(c1)OCCO2)Nc1ccccc1F (some centres not stated),-1,-2,5,-16,-4,-0.6,-3,4,11,0,-2
CC(C)c1nc2sc3c(=O)[nH]cnc3c2c2c1CCC2,5,-2,7,7,-7,1.1,-16,-10,-16,-10,2
CCOC(=O)/C=C1\CN(Cc2cc(OC)c(OC)c(OC)c2)S(=O)(=O)c2ccc(C(F)(F)F)cc21,1,7,77,15,-5,2.8,4,-1,1,9,-1
CNC(=O)c1c(I)c(C(=O)NCC(=O)Nc2c(I)c(C(=O)O)c(I)c(C(=O)NCCO)c2I)c(I)c(N(C)C(C)=O)c1I,0,nt,1,-20,-8,2.1,-3,3,7,5,1
O=C(COc1ccc(F)cc1Br)Nc1ccccc1N1CCOCC1,nt,-3,-18,15,0,-0.4,4,-2,1,9,-16

# Ordered by formula weight (rising): part of the list above
SMILES,NR2E3 ag-1,CaV13 FRET inh,Shn3 inh set2,NR2E3 ag-2,PDI inh,hiPSC survival,TRPM1 prom inh,H9c2 protect,HIF-2a block,Peg3 promoter,m5-HT2A agonist
CCOc1ccc(-c2nnc(N)s2)cc1,-1,nt,-34,-55,-3,-2.5,-52,-11,-193,-160,1
O=C(Cn1c(=O)oc2ccccc21)NC(=O)NCc1ccco1,4,-5,3,-6,-2,-1.3,-11,-1,15,8,2
CC(C)(C)c1ccc(-n2ncc3c2CCCC3NC(=O)c2ccncc2)cc1 (configuration not stated),0,-5,73,-3,-1,0.4,31,-17,7,-3,-3
O=C(COc1ccc(F)cc1Br)Nc1ccccc1N1CCOCC1,nt,-3,-18,15,0,-0.4,4,-2,1,9,-16
CNC(=O)c1c(I)c(C(=O)NCC(=O)Nc2c(I)c(C(=O)O)c(I)c(C(=O)NCCO)c2I)c(I)c(N(C)C(C)=O)c1I,0,nt,1,-20,-8,2.1,-3,3,7,5,1

# (list continues)
SMILES,NR2E3 ag-1,CaV13 FRET inh,Shn3 inh set2,NR2E3 ag-2,PDI inh,hiPSC survival,TRPM1 prom inh,H9c2 protect,HIF-2a block,Peg3 promoter,m5-HT2A agonist
Cn1c(=O)[nH]c(=O)c2c1nc(N1CCN(CCO)CC1)n2Cc1ccccc1Cl,nt,-4,-13,-30,11,-0.1,8,-1,-1,-2,0
CC1CCN(S(=O)(=O)c2ccc3[nH]c(=O)ccc3c2)CC1,-1,-4,-6,3,nt,-0.9,nt,4,3,10,2
COc1cc(/C=N/NC(=O)C(NC(=O)c2ccccc2)c2n[nH]c(=O)c3ccccc23)ccc1OCC(N)=O (configuration not stated),-3,-13,75,-3,-4,0.1,-5,18,2,10,-6
CC1(c2ccc(OC(F)F)cc2)NC(=O)N(CC(=O)Nc2ccc(S(N)(=O)=O)cc2)C1=O (configuration not stated),2,-5,-7,-7,7,1.4,-3,8,6,11,-2
c1ccc(-c2ccccc2-c2nc(-c3ccncc3)no2)cc1,-2,nt,7,19,-7,-2.9,-15,14,1,-26,0
COc1ccc(CNC(C)CCc2ccccc2)cc1 (configuration not stated),2,-17,-3,6,-6,0.2,-7,3,2,0,5
Cc1cc(C(=O)NCCCC(=O)O)c(C)o1,4,-4,-34,-7,0,-2.7,10,-1,17,-16,0
Cc1cccc(C)c1-n1nnnc1C(c1ccnc2ccccc12)N1CCCN(C(=O)OC(C)(C)C)CC1 (configuration not stated),nt,-5,nt,-26,nt,-0.8,nt,nt,18,nt,-1
N#CCCN(C(=O)COC(=O)c1n[nH]c2ccccc12)c1ccccc1,nt,-3,13,-28,5,-0.4,-16,4,1,-1,1
CC1=CC(C)C2(CO)COC(c3ccc(O)cc3)C1C2C (configuration not stated),1,-2,8,17,7,-0.1,8,3,15,19,1
CC(=O)N1CCC(CCCC2CCN(C(C)=O)CC2)CC1,-1,-11,5,-18,0,-0.7,8,-1,11,4,4
Cc1ccc(Cn2c(=N)c(C(=O)NC3CCCCC3)cc3c(=O)n4ccccc4nc32)cc1,0,4,16,-2,-5,0.1,0,-6,-10,29,-6
CC(=O)Nc1cccc(OCC(=O)NC(C)C(C)C)c1 (configuration not stated),-4,-4,-1,-5,-2,-0.3,-1,2,9,0,-1
Cc1ccc(C)c(C(=O)NCCN(C)C)c1,0,-5,-8,-29,5,1.3,6,0,26,7,3
CCOC(=O)c1c(CN2CCC(C)CC2)oc2ccc(OC)cc12,1,-4,14,1,1,2.1,-9,-1,15,16,3
COc1ccc(-n2c3nc4ccccc4nc3c3c(=N)oc(C)nc32)cc1,4,-6,-6,-60,-12,4.3,2,4,16,21,-5
Cc1occc1C(=O)NNC1=CC(=O)CC(C)(C)C1,0,-6,-10,-1,8,0.0,-5,7,10,-1,3
CC1=C(C(=O)OCc2ccccc2)C(c2ccccc2OC(F)F)NC(=O)N1 (configuration not stated),3,-9,36,27,2,0.3,12,-9,15,13,3
Cc1noc(C)c1C(=O)N1CCC(C(=O)c2ccccc2)CC1,2,-4,-1,-9,-2,-0.7,1,2,17,15,0
CC(C)(Cc1ccc(O)cc1)NC(=O)SCc1ccccc1,5,-4,2,5,6,-0.4,-1,-3,-6,-7,-5
Cc1cccc(C(=O)NCC(=O)Nc2ccncc2)c1,-3,-7,27,5,-3,-0.6,5,-3,-1,14,-4
CC(=O)c1c(COC(=O)c2ccco2)nc2ccccc2[n+]1[O-],6,nt,-6,-23,-5,0.7,15,-1,15,-6,2
COC/C=C/C1=CC2=CC(=O)C(C)(OC(=O)c3cnc4ccccc4n3)C(=O)C2=CN1C(CO)CO (configuration not stated),0,-7,-2,-12,-2,-1.4,1,-6,13,4,-1
O=c1[nH]c2ccccc2cc1CN(Cc1cccnc1)S(=O)(=O)c1ccc([N+](=O)[O-])cc1,-1,-2,-5,-13,-6,-0.4,9,17,-3,8,-6
CCOC(=O)c1ccc(N2C(=O)C(O)=C(C(C)=O)C2c2ccccn2)cc1 (configuration not stated),-3,-5,-4,-17,1,-1.8,-1,-2,-23,7,-2

# Other compounds follow.
SMILES,NR2E3 ag-1,CaV13 FRET inh,Shn3 inh set2,NR2E3 ag-2,PDI inh,hiPSC survival,TRPM1 prom inh,H9c2 protect,HIF-2a block,Peg3 promoter,m5-HT2A agonist
CCOc1ccc(N2C(=O)C3C(c4ccccc4F)NN(C(=O)c4ccc(C)cc4)C3C2=O)cc1 (configuration not stated),5,-2,6,4,nt,3.3,-2,-7,3,7,4
COc1ccc(NC(=O)CN2C(=O)COc3ccc(S(=O)(=O)N4CCOCC4)cc32)cc1Cl,-1,-7,-4,-27,-2,-0.5,1,4,10,9,-2
Cc1c[n+]([O-])ccc1[N+](=O)[O-],nt,-2,12,-12,9,-1.2,16,8,4,12,-3
COc1ccc([C@H]2CC(=O)C=C(c3ccc4cc[nH]c4c3)C2)cc1,2,-5,15,-19,23,4.7,5,-9,-66,-21,3
NC(=O)CC(NC(=O)c1cccc(Br)c1)c1ccc(N2CCN(c3ccc(F)cc3)CC2)c([N+](=O)[O-])c1 (configuration not stated),5,-11,32,10,18,5.4,9,3,16,6,1
CCOC(=O)c1sc(NC(=O)C2CC(=O)N(c3ccc(OCC)cc3)C2)nc1C (configuration not stated),-1,-4,8,12,-3,-0.8,2,-8,5,10,-5
C[N+]1(CCn2ccc3ccccc32)CCCCC1,4,-6,-8,-8,8,-1.2,4,3,13,0,-2
COc1ccc(-c2cc(=NC(CC(C)C)C(=O)O)c3cc(C)ccc3o2)cc1 (configuration not stated),-6,-6,-59,-154,-6,-0.2,-15,-6,-235,-247,0
O=C(CSc1nccc(-c2cccs2)n1)Nc1cccc(Cl)c1Cl,2,-4,3,-7,-2,0.4,12,2,15,10,-5
